GAA850 FXN act = activators of GAA850 frataxin (FXN) promoter; HEK293 lucGAA850 FXN promoter luciferase reporter, 24 h; percent of 10 µM SAHA response; activation, % at 6 µM; actives 0.56% (n = 360,000); AID 540364;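 active means activation above the average of all compounds screened plus 3 SD, cutoff fixed separately per campaign, cut at about 7.5% in these data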;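 further: 0% = DMSO wells and 100% = 10 µM SAHA wells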
proKLK7 act = proKLK7 (human) activation, primary screen. purified proKLK7, EDANS-DABCYL substrate fluorescence; 100% is mature enzyme control, 0% vehicle. actives 0.9% (n = 370,000). activation, % at 7 µM;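 active means activation above the mean of all tested compounds plus 3 SD, computed per campaign excluding outliers beyond control limits, cut at about 13% in these data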
ARFGAP1 inhibitor = rat ARFGAP1 inhibition; AID 651572; actives 0.26% (n = 360,000); inhibition, % at 16.5 µM; Arfgap1-stimulated ARF1 GTP hydrolysis, GDP FP detection; Q62848;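 active means inhibition above a per-plate limit, mean inhibition of low control wells plus 3 SD, cut at about 25% in these data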;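 further: 0% = DMSO wells with enzyme and 100% = wells lacking Arfgap1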
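Assay system: Rat Arfgap1 GAP domain (His6, aa 1-136), purified enzyme | Buffer or medium: HEPES 25 mM pH 7.5, NaCl 150 mM, MgCl2, DTT | Schedule: GTP hydrolysis reaction 2 h at 25 °C | Signal: FP of antibody-bound GDP Alexa 633 tracer, ex 620/em 688 nm | Measure: Percent inhibition of Arfgap1-stimulated GTP hydrolysis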
ASAP1 GAP inh = inhibitors of human ASAP1 ArfGAP activity | ASAP1-stimulated ARF1 GTP hydrolysis, GDP FP detection | Q9ULH1 | actives 0.19% (n = 360,000) | inhibition, % at 16.5 µM; in the data active means inhibition above about 25%;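 further: 0% = vehicle with enzyme and substrate and 100% = no enzyme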
sPLA2-III inh = Inhibits HGIII-sPLA2 liposome hydrolysis, primary screen. Q9NZ20. QFRET BODIPY PC-A2 liposome hydrolysis, fluorescence. inhibition, % at 12.2 µM. actives 0.56% (n = 370,000). AID 743126;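 active means inhibition above mean plus 3 SD of compounds lying within the high and low control bounds, cut at about 19% in these data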;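 further: 0% = median of test compound wells and 100% = no enzyme DMSO wells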
NPR1 activator = GC-A (human) enzyme activation. AID 1671463. activation, % at 10 µM. actives 0.14% (n = 370,000). HEK293 GC-A cells, cGMP TR-FRET, EC30 ANP; 0% at EC30 ANP, 100% saturating ANP; in the data active means activation above about 40%
Tn6 DDE FP = inhibitors of Tn6 peptide binding to human fibrin DD(E); P02675; Fibrin DD(E) TRITC-Tn6 fluorescence polarization displacement; inhibition, % at 8.3 µM; actives 0.21% (n = 370,000);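 active means inhibition above a per-campaign cutoff: mean of compounds within control limits plus 3 SD, cut at about 15% in these data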;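 further: 0% = median of all compound wells on the plate and 100% = blocking peptide control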
Target sequence (P02675 whole entry, looked up): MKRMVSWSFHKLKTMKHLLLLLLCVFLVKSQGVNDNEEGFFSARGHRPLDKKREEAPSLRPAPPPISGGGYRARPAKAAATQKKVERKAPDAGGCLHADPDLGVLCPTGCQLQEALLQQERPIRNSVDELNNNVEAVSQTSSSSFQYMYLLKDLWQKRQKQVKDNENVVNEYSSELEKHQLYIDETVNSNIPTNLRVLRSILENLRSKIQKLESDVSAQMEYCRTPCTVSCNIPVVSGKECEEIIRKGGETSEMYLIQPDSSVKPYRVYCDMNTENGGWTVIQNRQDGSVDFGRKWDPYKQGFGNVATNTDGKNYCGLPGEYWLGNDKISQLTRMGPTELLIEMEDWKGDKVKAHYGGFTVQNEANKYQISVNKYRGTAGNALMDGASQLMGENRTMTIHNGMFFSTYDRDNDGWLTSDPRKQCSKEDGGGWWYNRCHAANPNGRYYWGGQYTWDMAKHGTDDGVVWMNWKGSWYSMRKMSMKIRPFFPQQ
ADAM10 inh = ADAM10 inhibition, QFRET primary screen. O14672. recombinant ADAM10, EDANS/DABCYL FRET peptide cleavage, 3 h. inhibition, % at 7 µM. actives 0.62% (n = 370,000). AID 720582;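 active means inhibition above a per-campaign cutoff equal to the mean of compounds falling between control-based bounds plus 3 SD, cut at about 20% in these data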;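 further: 0% = DMSO wells while the 100% control is not disclosed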
Target sequence (O14672 214-748 limits assumed): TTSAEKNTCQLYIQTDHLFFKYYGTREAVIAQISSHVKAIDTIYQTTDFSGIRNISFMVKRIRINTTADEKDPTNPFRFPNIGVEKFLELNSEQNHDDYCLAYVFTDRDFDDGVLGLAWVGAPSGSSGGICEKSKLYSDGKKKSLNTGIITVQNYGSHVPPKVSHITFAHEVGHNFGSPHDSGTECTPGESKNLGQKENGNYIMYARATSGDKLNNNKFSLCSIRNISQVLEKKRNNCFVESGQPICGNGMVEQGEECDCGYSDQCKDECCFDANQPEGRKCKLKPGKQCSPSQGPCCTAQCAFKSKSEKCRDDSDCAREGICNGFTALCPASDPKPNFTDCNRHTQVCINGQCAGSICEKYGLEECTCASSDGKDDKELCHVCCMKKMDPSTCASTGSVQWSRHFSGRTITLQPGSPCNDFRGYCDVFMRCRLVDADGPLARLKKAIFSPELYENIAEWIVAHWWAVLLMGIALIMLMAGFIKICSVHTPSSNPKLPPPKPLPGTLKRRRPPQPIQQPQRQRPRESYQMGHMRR
rCAG binder = r(CAG) repeat RNA binding. actives 1.3% (n = 370,000). TO-PRO-1 dye displacement fluorescence. inhibition, % at 3 µM;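 active means inhibition above the plate cutoff, the mean of all test compounds on that plate plus 3 SD, cut at about 35% in these data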;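 further: 0% = DMSO alone and 100% = 100 µM mitoxantrone as full dye displacement; higher means more dye released from RNA so lower well fluorescence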
NPR2 activator = GC-B (human) receptor activation. AID 1920062. HEK293-GC-B cells, CNP EC30, cGMP TR-FRET; 0% at EC30 CNP, 100% saturating CNP. actives 0.11% (n = 370,000). activation, % at 10 µM;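 active means activation at 10 µM reaching about 35% in either raw or pattern-adjusted values, limit read from the data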
Numbers without * were called inactive; nt = not tested or not shown.

SMILES	GAA850 FXN act	proKLK7 act	ARFGAP1 inhibitor	ASAP1 GAP inh	sPLA2-III inh	NPR1 activator	Tn6 DDE FP	ADAM10 inh	rCAG binder	NPR2 activator
CCCC/C=C/C(NC(=O)c1ccc(-c2ccccc2)cc1)c1ccccc1 (configuration not stated)	0.1	0.2	-2	15	-5	-5	-3	1	9	0
CCOc1ccccc1Nc1nc(N)nc(CN2CCCCC2C)n1 (configuration not stated)	1.9	0.0	-7	0	-5	-3	-7	6	-3	-3
CCOC(=O)c1cn(Cc2cccc(Cl)c2)nn1	-0.2	0.0	3	-4	7	1	-2	2	-6	-2
COc1ccc(CSc2nnc(-c3ccncc3)n2N)cc1	1.9	0.5	5	7	2	4	0	1	-3	1
CCOC(=O)N1CCN(S(=O)(=O)c2ccc(C(=O)Nc3ccc(F)cc3F)cc2)CC1	-2.5	-0.3	14	8	-1	-4	-3	-4	-5	-5
COc1ccc(NS(=O)(=O)c2ccc(NC(=O)c3ccccc3Br)cc2)nn1	1.5	-0.1	12	-11	-2	3	3	-3	1	-1
CCN1CCN(c2nc(-c3cccnc3)nc3ccccc23)CC1	0.8	0.2	5	-10	2	5	3	-6	-8	-1
Cc1cccc(-c2nnc(SCC(=O)NC3CCCC3)o2)c1	2.2	0.5	2	8	0	8	-1	8	0	9
CCC(c1nnc(SCC(=O)Nc2ccc(C(N)=O)cc2)n1Cc1ccccc1)N(C)C (configuration not stated)	0.4	-0.2	5	3	-1	3	-9	3	-4	0
CCCCOc1ccc(NC(=O)CCSc2nccn2C)cc1	4.0	0.1	-1	-9	8	3	3	-2	-6	5
CC(=O)c1c(N2CCN(Cc3ccccc3)CC2)[nH]c(-c2ccccc2)nc1=S	-0.1	0.3	5	7	0	2	3	1	7	-2
O=C(OCCN1CCCC1=O)c1cc(F)c(F)c(F)c1F	0.0	-0.2	-3	-10	0	1	10	3	1	4
O=C(Nc1ccc(Cl)cc1)Nc1ccc(N2CCC(C(F)(F)F)CC2)nc1	2.8	-0.2	10	3	3	-1	-3	-1	1	-4
Cc1cc2nc(N)sc2cc1C	8.4*	-0.8	-7	3	1	1	3	-11	1	4
CS(=O)(=O)c1ccccc1C(=O)Nc1ccccc1Cc1ccccc1	1.1	-0.1	6	13	10	1	-3	2	-1	5
Cc1ccc(-c2cc(C(F)F)n3ncc(C(=O)Nc4c(C)nn(Cc5c(Cl)cccc5Cl)c4C)c3n2)cc1	-1.3	-0.3	-5	4	10	-1	-6	9	5	-4
CCOc1ccc(Cl)cc1C(c1c(C)[nH][nH]c1=O)c1c(C)[nH][nH]c1=O	2.3	-0.1	-3	11	-50	2	-1	0	8	3
Cc1cc(C)cc(OCc2nc(-c3cccnc3)no2)c1	0.2	0.6	-2	10	-7	2	-9	5	-4	1
N#Cc1ccc(CN2CCN(C(=O)CC(NC(=O)c3ccccc3)c3ccccc3)CC2)cc1 (configuration not stated)	1.2	1.2	-4	-7	-1	-11	13	-1	0	4
C=C(C)c1cccc(C(C)(C)NC(=O)Nc2nnc(C(C)C)s2)c1	0.1	0.0	11	1	-16	2	3	4	11	-2
O=C(O)CCCCCCC1C(=O)NC(=O)N1CCC(O)C1CCCCC1 (configuration not stated)	5.5	-0.1	10	14	-3	1	2	-4	2	-4
Cc1ccc(NC(=O)COC(=O)c2sccc2C)cc1S(=O)(=O)N1CCOCC1	0.6	0.4	-5	-17	-30	3	-1	8	9	-3
COc1ccc(OC)c(C2CC(=O)N3CN(c4cccc(Cl)c4C)CSC3=C2C#N)c1 (configuration not stated)	-1.5	1.1	11	-2	-3	6	4	-5	21	1
O=C(Nc1cccc2ccccc12)/C(=C/c1ccc([N+](=O)[O-])cc1)NC(=O)c1ccccc1	-7.3	0.0	-4	-10	-7	-4	0	-4	4	-2
COc1ccc(S(=O)(=O)N2CCC(C(=O)N(C)Cc3ccc(C)o3)CC2)cc1OC	1.7	0.0	6	1	-7	-2	0	2	8	-3

(next part)
SMILES	GAA850 FXN act	proKLK7 act	ARFGAP1 inhibitor	ASAP1 GAP inh	sPLA2-III inh	NPR1 activator	Tn6 DDE FP	ADAM10 inh	rCAG binder	NPR2 activator
CN(C)/C=C/C(=O)c1ccc(Cl)cc1Cl	3.0	0.5	-4	-3	-6	2	-1	-6	2	2
Cc1ccc(C(=O)Nc2ccc(Cl)cc2C)c(Cl)c1	4.0	-0.2	-13	-3	0	-2	5	4	-3	-2
Cc1ccc(C)c(S(=O)(=O)N2C(=S)NC(=O)C2CC(C)C)c1 (configuration not stated)	0.6	0.3	-8	-12	-2	nt	-4	-9	20	nt
C[C@@H]1CCN(C2CC2)S(=O)(=O)c2c(cccc2N2CCC[C@H]2CO)O1	nt	-0.1	nt	nt	3	-2	9	0	1	1
Cc1ccc2[nH]c(=O)c(CN(CC3CCCO3)S(=O)(=O)c3c(C)ccc4nsnc34)cc2c1 (configuration not stated)	1.5	-0.4	5	-4	-1	2	0	3	3	1
CCOc1ccc(-c2ccc(SCC(=O)N3CCOCC3)nn2)cc1	0.9	0.5	17	-3	7	1	-8	-8	-8	2
CC(=O)c1ccc(CC2SC(N)=NC2=O)cc1 (configuration not stated)	1.3	0.4	-9	-1	1	0	0	-7	-2	1
CCOC(=O)c1c(C)[nH]c2c1cc(O)c1ccccc12	-0.5	-0.8	7	3	-21	8	-4	-7	14	-7
CSCC(=O)N1CCC(n2nccc2NC(=O)CCCc2ccccc2)CC1	0.0	0.1	-2	-3	8	1	-7	-4	-3	-2
Nc1ccc(Br)cc1C(=O)O	-1.5	-0.1	-1	3	1	0	1	-26	1	1
CC(=O)N1CCN(c2ccc(NC(=O)c3ccco3)cc2)CC1	2.6	-0.5	7	-1	17	-13	0	7	-3	-4
Cc1onc(-c2ccccc2)c1C(=O)NCCc1ccc(S(N)(=O)=O)cc1	1.4	-0.2	1	3	1	4	6	3	-1	0
O=c1[nH]c(SCc2ccccc2F)nc2ccccc12	4.5	-0.4	12	-10	-11	0	-7	-2	-1	1
CON(C)S(=O)(=O)c1ccc2c(c1)NC(=O)C1CCCN21 (configuration not stated)	-0.3	-1.1	-5	4	-9	-2	-2	-15	10	-6
C#CCOCCOCCOCCNc1nc(N2CCN(C(=O)[C@H](CCC(=O)O)n3cc(C(N)CO)nn3)CC2)nc(N2CCN(C(=O)[C@H](Cc3ccc(O)cc3)n3cc(C(N)[C@H](C)CC)nn3)CC2)n1 (some centres not stated)	nt	-0.4	-14	3	-3	1	8	-10	-4	0
COc1cc(CNc2ccc3c(c2)CCC3)cc(OC)c1O	-1.1	-0.5	4	-5	4	1	-4	-9	4	9
CC(C)(C)c1ccc(-c2nc3cc(N)ccc3o2)cc1	-2.9	-9.5	11	-12	-11	-2	3	-139	3	-3
COC(=O)Nc1c(-c2ccccc2)nc2ccc(C)cn12	1.4	0.4	-1	7	10	4	2	-394	-3	10
COc1cc(NS(=O)(=O)c2ccc(NC(=S)NC(=O)c3ccc(F)c(F)c3)cc2)nc(OC)n1	-0.8	-0.7	7	10	-12	6	0	-1	49*	1
Cc1ccc(-n2c(SCC(=O)NCc3cccs3)nnc2-c2ccoc2C)cc1	-0.6	-0.5	7	4	-13	-13	4	2	-6	-17
O=C(CN(C(=O)CSc1nc2ccccc2o1)c1cccc(F)c1)NC1CCCCC1	0.0	0.5	10	5	3	-12	4	-6	-4	-4
Cc1cc(N2CCN(c3nc(-c4ccccc4)cs3)CC2)c2ccccc2n1	1.6	-0.1	12	2	-3	-7	-2	5	0	-3
CC1CCN(Cc2c(C(=O)N/N=C/c3cc(Br)ccc3O)nnn2-c2nonc2N)CC1	-8.2	-36	12	6	-1	-6	2	0	8	-1
CCOC(=O)N1CCN(C(=O)Cc2cccc3ccccc23)CC1	1.8	0.3	-1	-9	-3	2	-5	2	-2	0
CCCc1cc(=O)[nH]c2nnc(SCC(=O)NCc3ccc4c(c3)OCO4)n12	-0.5	0.3	-9	-18	-2	2	-4	-8	3	-3

Going on with the list:
SMILES	GAA850 FXN act	proKLK7 act	ARFGAP1 inhibitor	ASAP1 GAP inh	sPLA2-III inh	NPR1 activator	Tn6 DDE FP	ADAM10 inh	rCAG binder	NPR2 activator
O=C(C1=C(O)C(=O)N(c2nc3ccc(Cl)cc3s2)C1c1ccco1)c1ccco1 (configuration not stated)	4.8	-0.9	-9	-13	12	-5	-6	-8	68*	-10
O=C(Nc1cccc([N+](=O)[O-])c1)c1ccc2c(c1)OCO2	6.2	0.0	3	3	-2	6	0	8	0	3
CC1(C)CC(=O)C2=C(C1)OC(N)=C([N+](=O)[O-])C2c1ccc(C#N)s1 (configuration not stated)	5.2	0.3	-11	-14	-6	2	7	0	2	2
OC(c1ccc(F)cc1)c1nc(-c2cncnc2)cs1 (configuration not stated)	-0.1	0.8	-2	-2	2	0	4	-6	0	3
O=C(NCCc1cccc(Cl)c1)c1cccnc1	3.6	0.6	8	11	0	-1	-3	8	4	0
CC(C)Cn1c(SC(C)C(=O)Nc2ccc(N3CCOCC3)cc2)nc2ccccc21 (configuration not stated)	-2.1	-0.1	1	-14	1	-2	3	-1	-1	-1
Cc1ccc(C(=O)OCC(=O)NN2C(=O)NC3(CCC(C)CC3)C2=O)cc1 (configuration not stated)	-0.3	0.0	6	2	10	3	0	-9	-3	1
Cc1ccnc(NC(=O)CCS(=O)(=O)c2ccccc2)c1	1.8	-0.1	0	-6	3	6	8	-9	0	1
C=CCNC(=O)c1sc(SC)cc1-c1ccc(Cl)cc1	3.7	0.0	-2	17	6	-24	-7	-2	1	-15
Clc1ccc(-n2c(SCc3cccc4ccccc34)nnc2-c2cccnc2)cc1	nt	0.4	nt	nt	-11	-12	-10	15	3	-11
O=C(CSc1nnc(NCc2ccccc2)s1)N1CCOCC1	-1.1	0.2	6	2	27*	2	0	-3	-2	2
Cc1ccc(NC(=O)C(=O)Nc2ccc(C)cn2)nc1	4.2	0.4	5	-7	8	3	1	2	-3	4
COC(=O)C1CN(Cc2ccc(OC)cc2)CCS(=O)(=O)N1Cc1cn(Cc2ccc(C)cc2)nn1 (configuration not stated)	nt	0.1	nt	nt	-7	-1	-4	-4	5	-8
CCNC(=O)COC(=O)C1CCN(S(=O)(=O)c2ccc3c(c2)OCCO3)CC1	1.1	0.2	16	8	0	1	-7	11	0	10
NC(N)=NC1=NC(=O)C(Cc2ccccc2)S1 (configuration not stated)	0.7	-0.5	5	-7	2	2	2	-4	-1	2
Cc1cc(NC(=O)COC(=O)COc2ccc(Cl)cc2C)c([N+](=O)[O-])cc1C	-1.0	0.0	-3	7	6	-1	4	1	2	-1

A different layout for part of the listing above.
Molecule | GAA850 FXN act | proKLK7 act | ARFGAP1 inhibitor | ASAP1 GAP inh | sPLA2-III inh | NPR1 activator | Tn6 DDE FP | ADAM10 inh | rCAG binder | NPR2 activator
Clc1ccc(-n2c(SCc3cccc4ccccc34)nnc2-c2cccnc2)cc1 | nt | 0.4 | nt | nt | -11 | -12 | -10 | 15 | 3 | -11
O=C(CSc1nnc(NCc2ccccc2)s1)N1CCOCC1 | -1.1 | 0.2 | 6 | 2 | 27* | 2 | 0 | -3 | -2 | 2
Cc1ccc(NC(=O)C(=O)Nc2ccc(C)cn2)nc1 | 4.2 | 0.4 | 5 | -7 | 8 | 3 | 1 | 2 | -3 | 4

Screens as filed in PubChem.
